# Screens from PubChem.
# PTHR1 agonist: activates the human parathyroid hormone receptor PTHR1 | 410,000 tested, 0.075% active | HEK293 GP2 PTHR1 cells, GloSensor cAMP luminescence, 1 h | Potency, µM (highest dose often 115 µM), for inactives: at the top dose activation, hits mostly activators | AID 743266; also: nearly all actives have a fitted effect of over 55% in size; some results filed as inactive show a strong effect at the top dose; inactives centre near -15; many of its hits are not listed in these tables
# Target sequence (Q03431 whole entry, looked up): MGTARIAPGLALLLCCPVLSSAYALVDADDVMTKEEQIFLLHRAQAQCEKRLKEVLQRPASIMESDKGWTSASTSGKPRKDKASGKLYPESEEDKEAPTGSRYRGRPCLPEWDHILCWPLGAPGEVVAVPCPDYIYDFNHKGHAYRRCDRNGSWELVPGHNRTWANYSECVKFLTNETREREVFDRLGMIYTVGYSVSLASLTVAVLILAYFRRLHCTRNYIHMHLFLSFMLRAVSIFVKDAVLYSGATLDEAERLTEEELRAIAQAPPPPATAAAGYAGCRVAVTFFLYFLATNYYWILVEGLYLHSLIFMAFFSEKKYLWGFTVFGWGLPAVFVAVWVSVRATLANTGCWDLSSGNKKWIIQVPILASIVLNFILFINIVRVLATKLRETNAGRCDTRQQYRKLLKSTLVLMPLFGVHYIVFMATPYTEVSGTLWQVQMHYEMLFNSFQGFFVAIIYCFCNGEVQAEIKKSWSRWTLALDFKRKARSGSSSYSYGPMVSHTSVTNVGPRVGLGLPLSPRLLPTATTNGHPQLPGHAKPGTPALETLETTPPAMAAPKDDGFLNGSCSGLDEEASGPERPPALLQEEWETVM
#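 HEK-293-derived GP2 cells expressing PTHR1 and a GloSensor cAMP reporter, 3,000/well, plated overnight, given luciferin plus IBMX (each 0.5 mM as added) for 1 h at 37 °C, then compound for 1 h at 37 °C. Luminescence was read after 15 min at room temperature.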
# EPAC1 antag: blocks human EPAC1 exchange factor | Potency, µM (top dose mostly 115 µM), for inactives: top-dose activity change, negative = inhibition, most hits filed as inhibitors | EPAC1 GEF assay, Rap1b-BODIPY-GDP exchange fluorescence | AID 720709 | O95398 | 360,000 tested, 0.14% active;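 also: plate controls were vehicle for no effect and positive control for full effect; nearly all actives have a fitted effect of over 50% in size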
# aSyn rescue: rescues yeast growth from alpha-synuclein toxicity; Yeast expressing alpha-synuclein, growth rescue, BacTiter-Glo, 24 h; Potency, µM (titrated, usually from 46.1 µM), for inactives: at the top dose growth rescue (activation), hits mostly activators; 370,000 tested, 0.14% active; also: % of control where 0% means no effect; nearly all actives have a fitted effect of over 65% in size
#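 Readout is rescue of growth in alpha-synuclein-expressing yeast, so inhibitors of toxicity appear as activators. Growth after 24 hr at 30 deg C in galactose medium is quantified by luminescence.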
# FUS suppressor: rescues growth of FUS-expressing yeast | S. cerevisiae FUS-expressing, growth rescue, OD600, 24 h | Potency, µM (doses to about 76.6 µM), without a hit: top-dose growth rescue (activation), hits mostly activators | 390,000 tested, 0.24% active | AID 1347120;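 also: plate controls were DMSO vehicle for no effect and reference control for full effect; nearly all actives have a fitted effect of over 55% in size; some results filed as inactive show a strong effect at the top dose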
#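 Read-out: OD at 600 nm after 24hr at 30C, reporting rescue of FUS-induced yeast toxicity. Cells at OD 0.005 in galactose (2%) minimal medium; compounds tested in a dilution series; CP55940 titration from 92uM final as control.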
# TDP-43 yeast inh: rescues yeast growth from TDP-43 toxicity; TDP-43 expressing yeast growth rescue, BacTiter-Glo, 24 h; 410,000 tested, 1.8% active; AID 652104; Potency, µM (series often up to 46.1 µM), for inactives: at the top dose growth rescue (activation), actives largely listed as activators; also: % of control where 0% means no effect; nearly all actives have a fitted effect of over 50% in size
#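 Yeast expressing TDP-43 (pregrown in raffinose, seeded at OD600=0.02 in galactose medium) exposed to compounds 24 hr at 30 deg C. Growth read by BacTiter-Glo luminescence; rescue of toxicity appears as increased signal.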
# EPAC2 agonist: activates human EPAC2 exchange factor. 360,000 tested, 0.079% active. AID 720711. Potency, µM (doses to about 154 µM), for the others: at the highest dose activation, actives largely listed as activators. Q8WZA2. EPAC2 activation, biochemical qHTS; response scale: 100% = 6.5 mM cAMP response; also: nearly all actives have a fitted effect of over 50% in size
#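 EPAC2 (100 nM) mixed with Rap1B loaded with BODIPY-GDP (250 nM) plus 50 uM unlabeled GDP; compounds pinned in, 5 min RT, then read every 5 min for 30 min (ex 480, em 540 nm). Normalized to cAMP control.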
# EPAC2 antagonist: antagonists of human EPAC2 | Q8WZA2 | EPAC2 GEF exchange of Rap1B-BODIPY-GDP, fluorescence | Potency, µM (series often up to 114 µM), for inactives: at the highest dose activity, negative = inhibition, most hits filed as inhibitors | 360,000 tested, 0.18% active; also: % is scaled to controls: 0 for no effect and ±100 for the full control effect; nearly all actives have a fitted effect of over 45% in size; many of its hits are not listed in these tables
# EPAC1 ag: activates human EPAC1 exchange factor; O95398; 360,000 tested, 0.073% active; AID 720707; Potency, µM (highest dose often 154 µM), without a hit: at the top dose activation, hits mostly activators; EPAC1 agonist qHTS, biochemical assay; response scale: 100% = response to 6.5 mM cAMP; also: nearly all actives have a fitted effect of over 60% in size
#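 Fluorescent GDP-exchange assay: 100 nM EPAC1 with 250 nM Rap1B preloaded with BODIPY-GDP and 50 uM GDP; compounds tested as concentration series, 5 min at room temperature, then read every 5 min for 30 min (ex 480/em 540 nm); normalized to 6.5 mM cAMP.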
# The depositor's hits bear a star; i = inactive; ? = inconclusive; · = no result given; [ ] = another dose, or the depositor's remark. Calls follow the shape of the dose curve; as a rule, active = well fitted curve in the direction sought with a large enough effect; inconclusive = small, poorly fitted or top-dose-only effect, or another doubt; inactive = no such curve, though single readings can be large; an effect the other way counts as inactive or inconclusive. Potency is read from the fitted curve at half-maximal effect. Not all compounds are listed; count on the stated rates, not on these rows.
SMILES,PTHR1 agonist,EPAC1 antag,aSyn rescue,FUS suppressor,TDP-43 yeast inh,EPAC2 agonist,EPAC2 antagonist,EPAC1 ag
Cc1cccc(-n2c(CCn3nc(C)c([N+](=O)[O-])c3C)n[nH]c2=S)c1,i,12%,16%,13%,-22%,-8%,10%,8%
O=C(CN1C(=O)C2C3C=CC(C4CC34)C2C1=O)Oc1ccccc1 (stereo not drawn),-9%,4%,1%,-14%,26%,8%,0%,-5%
Cc1ccccc1Cn1nnc2c1C(=O)c1ccccc1C2=O,-21%,2%,-4%,·,1%,-16%,12%,9%
Oc1ccc(C2=NN(c3ccccc3)C(c3ccc(F)cc3)C2)cc1 (stereo not drawn),i,-16%,-42%[inhibitor],19%,-91%[inhibitor],11%,-22%,11%
N/C(=N\OS(=O)(=O)c1ccc2ccccc2c1)c1cccnc1,i,-18%,-4%,-10%,-17%,8%,9%[57.1 µM],-7%
CC(=O)N1c2ccc(S(=O)(=O)NCCC(=O)Nc3ccccc3C)cc2CC1C (stereo not drawn),i,-11%,-4%,14%,-11%,11%,-1%,10%
CCCCC[C@@H](C)N1C[C@H](COCc2ccccc2)Oc2cc(N3CCC[C@H]3CO)ccc2S1(=O)=O,i,-5%,0%,24%,20%,-6%,3%,-25%
O=C1CCC[C@@H]2C[C@@]3(C[C@@H]4CCN1[C@H]24)Nc1cc(Cl)c(Cl)cc1NC3=NCc1ccccc1,i,-14%,1%,16%,22%,6%,-10%,-15%
CN(C)N=Nc1ccc(S(=O)(=O)/N=C(\O)c2ccccc2)cc1,i,2%,10%,13%,-2%,-5%,8%,-4%
COc1ccc(NS(=O)(=O)c2ccc(OC)c(NC(=O)CNC(=O)c3ccc(OC)cc3)c2)cc1,-4%,-7%,-3%,?,15%,11%,3%,6%
O=[N+]([O-])c1cc2c(cc1CN1CCN(c3ccc(F)cc3)CC1)OCO2,-8%,-6%,3%,4%,-3%,22%,10%,0%
COc1ccccc1C(=O)NC(=O)CSc1nc(C)cs1,-20%,-23%,8%,-4%,12%,-1%,-24%,-16%
COc1ccccc1-c1csc(C(O)c2ccccc2)n1 (stereo not drawn),-15%,2%,?,-3%,?,18%,-18%,2%
O=C(Oc1ccccc1Cl)c1ccc(N2CCOCC2)c([N+](=O)[O-])c1,-17%,-20%,14%,·,?,11%,1%,13%
CC(=O)c1ccc(NC(=O)C[n+]2ccccc2)cc1,i,-7%,6%,-34%,16%,6%,0%,2%
COc1ccccc1-c1nc(C#N)c(NCc2ccc(F)cc2)o1,i,3%,-1%,15%,-2%,22%,0%[57.1 µM],7%
Cc1n[nH]c(C)c1S(=O)(=O)N1CCCC(C(=O)NCC2COc3ccccc3O2)C1 (stereo not drawn),17%[57.5 µM],-6%,0%,16%,-1%,0%,2%,11%
O=c1c(-c2ccc3c(c2)OCCO3)c(C(F)(F)F)oc2cc(O)cc(O)c12,-24%,-14%,10%,18%,16%,7%,-3%,4%
COC(=O)c1sccc1NC(=O)c1c(-c2ccccc2)noc1C,i,-20%,0%,·,0%,9%,?,8%
COc1cc(-c2cnc3c(NC=O)cc(-c4ccccc4Cl)cn23)cc(OC)c1OC,-3%,2%,9%,10%,17%,5%,-16%,-20%
CSc1ccc(C(=O)C2CCCN(C(=O)c3cc4cc(F)ccc4[nH]3)C2)cc1 (stereo not drawn),-4%,-7%,10%,21%,-15%,18%,-8%,20%
COCCSc1ccccc1C(=O)NCc1ccco1,i,11%,1%,-8%,-2%,12%,-2%,-5%
O=C(NC1CCS(=O)(=O)C1)c1cccc(Cl)c1 (stereo not drawn),i,3%,-3%,-15%,-24%,4%,-2%,14%
COc1ccc(CNC(=O)CSc2nnnn2Cc2ccccc2)cc1,-6%,-11%,-8%,9%,8%,-2%,-3%,14%
COc1ccccc1NC(=O)C(=O)N/N=C(\C)CC(=O)Nc1ccc(OCc2ccccc2)cc1,-4%,-26%,10%,-26%,0%,0%,-2%,2%
CCCCC(=O)NC(c1ccc(OC)c(OC)c1)c1ccc2cccnc2c1O (stereo not drawn),i,-14%,4%,12%,2%,6%,0%,5%
COc1ccccc1-c1ccc([C@@H]2C[C@H]3[C@@H](CN2)CON3C)cc1,-11%,29%,-1%,-8%,0%,22%,-1%,-18%
O=C(Nc1ccc(N2CCCC2)c(Cl)c1)c1cccs1,-20%,-10%,-12%,18%,14%,11%,-13%,14%
COc1ccc(N2CCN(C(=O)COC(=O)CCOc3ccccc3C)CC2)cc1,-11%,1%,7%,32%,27%,5%,-12%,-3%
O=C(CSc1ccc(-c2ccccn2)nn1)NC1CCCCC1,i,-5%,-16%,-3%,8%,-4%,3%,10%

# Record cards, from the list above. Order of screens: PTHR1 agonist, EPAC1 antag, aSyn rescue, FUS suppressor, TDP-43 yeast inh, EPAC2 agonist, EPAC2 antagonist, EPAC1 ag
# O=C(NC1CCS(=O)(=O)C1)c1cccc(Cl)c1 (stereo not drawn) as listed: i, 3%, -3%, -15%, -24%, 4%, -2%, 14%
# COc1ccc(N2CCN(C(=O)COC(=O)CCOc3ccccc3C)CC2)cc1 as listed: -11%, 1%, 7%, 32%, 27%, 5%, -12%, -3%
# COc1ccccc1NC(=O)C(=O)N/N=C(\C)CC(=O)Nc1ccc(OCc2ccccc2)cc1 as listed: -4%, -26%, 10%, -26%, 0%, 0%, -2%, 2%
# O=c1c(-c2ccc3c(c2)OCCO3)c(C(F)(F)F)oc2cc(O)cc(O)c12 as listed: -24%, -14%, 10%, 18%, 16%, 7%, -3%, 4%
# COC(=O)c1sccc1NC(=O)c1c(-c2ccccc2)noc1C as listed: i, -20%, 0%, ·, 0%, 9%, ?, 8%

# Next section.
SMILES,PTHR1 agonist,EPAC1 antag,aSyn rescue,FUS suppressor,TDP-43 yeast inh,EPAC2 agonist,EPAC2 antagonist,EPAC1 ag
Cc1cc(C)nc(SCC(=O)NC2=NC(=O)C(C)S2)n1 (stereo not drawn),i,0%,-11%,-4%,-11%,0%,-6%,7%
CC1CCN(C(=O)c2ccc(S(=O)(=O)N3CCOCC3)cc2)CC1,i,1%,-4%,-3%,0%,8%,23%,1%
COc1ccc(S(=O)(=O)N(C)c2ccc(C(=O)NCC3CCCO3)cc2)cc1 (stereo not drawn),i,10%,2%,-8%,-5%,1%,11%,22%
COc1ccc(OC)c(/C=C/C(=O)OCC(=O)Nc2ccc(Cl)c(S(=O)(=O)N(C)C)c2)c1,-10%,4%,-3%,31%,-14%,2%,29%,12%
Clc1ccc2nc(-c3ccc(Br)o3)c(Nc3ccc4c(c3)OCCO4)n2c1,i,·,-4%,14%,6%,·,·,·
CN1CCN(C2CC(=O)N(CCc3ccccc3)C2=O)CC1 (stereo not drawn),-23%,10%,-1%,7%,3%,11%,-4%,8%
CCc1nnc(N/N=C/c2cc(Br)c(O)cc2O)n1N,i,-5%,-11%,12%,24%,6%,7%,-1%
CC(=O)Nc1ccc(OCC(=O)NCCc2ccc(Cl)cc2)cc1,-18%,-7%,-4%,·,-6%,5%,2%,10%
CCCc1cc(=O)[nH]c2nnc(SCC(=O)Nc3ccc(NC(C)=O)cc3)n12,i,5%,0%,33%,4%,-3%,-1%,8%
NC(=O)c1ccc(Cl)c2ccccc12,?,-13%,7%,32%,14%,5%,1%,-4%
O=C(Cn1cnc2scc(-c3ccccc3)c2c1=O)NCc1ccco1,i,-15%,2%,0%,3%,7%,-1%,-10%
Cc1ccc(Nc2nc(COC(=O)COc3ccc(C=O)cc3)cs2)cc1,i,-1%,-2%,29%,-20%,17%,1%,3%
O=C(c1ccncc1)N1CCN(c2ccc3ccccc3n2)CC1,-28%,-13%,-2%,6%,12%[9.22 µM],11%,-4%,5%
CCOC(=O)CNC(=S)N(CCCN1CCN(C)CC1)Cc1cccs1,19%,-29%,-3%,-9%,17%,10%,0%,5%
Cc1c(S(=O)(=O)N2CCOCC2)c(=O)n(C)c(=O)n1C,i,3%,-1%,-29%,17%,-1%,-9%,-2%
Cc1cc(Br)cn2c(Cc3ccsc3)c(-c3ccccc3)nc12,-7%,0%,-1%,20%,6%,9%,6%,1%
COc1cc(OC)cc(C(=O)N[C@H](C(=O)OCC(=O)NC(=O)c2cccn2C)C(C)C)c1,i,-6%,8%,16%,6%,11%,-8%,15%
COc1cc(C2NCC(c3ccc(Cl)cc3Cl)c3c2[nH]c2ccccc32)cc(OC)c1OC (stereo not drawn),23%,5%,-5%,56%,0%,13%,-3%,0%
CC(C)CCNC(=O)Cn1c(NCCC(C)C)nc2c1c(=O)n(C)c(=O)n2C,21%,-7%,8%,1%,-9%,2%,-19%,-5%
CCc1nnc(NC(=O)CSc2nnc(-c3c[nH]c4ccccc34)n2CC)s1,-31%[inhibitor],3%,-2%,-3%,-16%,-4%,2%,3%
C=CCN(C(=O)Nc1ccc2oc(C)nc2c1)c1ccccc1,-2%,8%,1%,14%,-17%,1%,8%,-3%
CC(=O)NC(CC(C)C)C(=O)NC(=O)NCc1ccccc1 (stereo not drawn),i,6%,-6%,-2%,-26%,-1%,15%,-7%
Cc1ccc(C(=O)OCC(=O)N(CC(C)C)c2c(N)n(Cc3ccccc3)c(=O)[nH]c2=O)cc1[N+](=O)[O-],i,-9%,1%,22%,-24%,-8%,1%,5%
O=C(COC(=O)Cc1c(F)cccc1Cl)NC(=O)c1ccccc1,0%,11%,5%,-13%,19%,3%,20%,-5%
COc1ccc2oc(-c3cccc(NC(=O)CSc4ccc(Cl)cc4)c3)nc2c1,-45%,2%,-5%,·,-26%,-1%,11%,4%
COc1ccc(C2Nc3ccccc3C(=O)N2c2ccc(C)cc2)cc1Cn1cc([N+](=O)[O-])cn1 (stereo not drawn),i,?,1%,35%,-20%,23%,-4%,13%
CC(Oc1ccccc1Cl)C(=O)/C=C/N(C)C (stereo not drawn),i,?,-51%[inhibitor],41%,14%,6%,-9%,3%
CCCCNC(=O)COc1ccccc1[N+](=O)[O-],-7%,2%,-7%,·,-2%,4%,-17%,1%
CSC1=N/C(=C\c2ccc3c(c2)OCO3)C(=O)S1,i,3%,-1%,-1%,9%,-2%,3%,-1%
Cc1cc(C)nc(N(C#N)CN2C(=O)c3ccccc3C2=O)n1,-6%[57.5 µM],-9%,-1%,28%,-4%,11%,-12%,5%
CCOC(=O)C(O)(CC(=O)Nc1ccc(Cl)cc1Cl)C(F)(F)F (stereo not drawn),i,-9%,2%,0%,0%,-6%,-2%,0%
